Bioassay records (PubChem)
Nrf2 block – blocks Nrf2 signaling; Potency, µM (highest dose often 46 µM), inactives show at the top dose activity change, negative = inhibition, hits mostly inhibitors; A549 ARE-Fluc reporter, luciferase luminescence, 18-24 h; AID 504444; 360,000 compounds, 2.1% hits; also: potency is read from the fitted curve at half-maximal effect; % is scaled to controls: 0 for no effect and ±100 for the full control effect; nearly all actives have a fitted effect of over 60% in size
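Quantitative HTS in A549 cells stably bearing an antioxidant response element-firefly luciferase construct. Inhibition of Nrf2-driven transcription was scored by luminescence after 18-24 h of compound exposure at 37 °C.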
Akt phos inh – Akt phosphorylation inhibition; Neuro2A IGF-stimulated pAkt S473 HTRF, 20 min; active compounds read low; activity change, % for hits at 50 µM; 360,000 compounds, 0.32% hits; AID 651550; in the data active = activity change below about -80%; inconclusive = mostly about -51% to -80%; also: % is scaled to controls: 0 for no effect and ±100 for the full control effect
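Neuro2A cells (4,500/well, DMEM with 0.5% FBS) were treated with compound at a single 50 µM final concentration, stimulated with 6 nM IGF for 20 min at 37 °C, and lysed. Phospho-Akt Ser473 was read by HTRF as 665/615 ratio ×10^4.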
HepG2 tox – kills HepG2 cells in TGF-b inhibitor counter-screen. HepG2 CAGA-GFP viability, ATP luminescence, 18 h. Potency, µM (series often up to 46.1 µM), for the others: at the top dose activity change, negative = cytotoxicity, actives largely listed as cytotoxic. 410,000 compounds, 0.76% hits. AID 588856; also: potency is read from the fitted curve at half-maximal effect; some results filed as inactive show a strong effect at the top dose
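HepG2 CAGA-GFP cells (1000/well, DMEM with 1% FBS) received compound, then TGF-beta at 500 pg/mL final, and were incubated 18 hours at 37 degrees C. Viability was read by CellTiter-Glo luminescence. Media-only wells were set as complete cell-killing and DMSO as no toxicity.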
TGFb inhibitor – inhibitors of TGF-b signaling | 410,000 compounds, 1.2% hits | HepG2 CAGA-GFP TGF-b/SMAD3 reporter, GFP fluorescence, 18 h; TGF-beta stimulated, 500 pg/mL final | Potency, µM (series often up to 46.1 µM), without a hit: top-dose activity, negative = inhibition, most hits filed as inhibitors; also: potency is read from the fitted curve at half-maximal effect; % is scaled to controls: 0 for no effect and ±100 for the full control effect; nearly all actives have a fitted effect of over 65% in size
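Using HEPG2 CAGA-GFP reporter cells at 1000 cells/well, we pinned test compounds, stimulated with recombinant TGF-beta (500 pg/mL final) and measured total well GFP after 18 h.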
Nrf2 ARE act – Nrf2 pathway activation. AREc32 ARE-luciferase reporter (MCF7-derived line), luminescence, 24 h. 410,000 compounds, 0.31% hits. Potency, µM (doses to about 46.1 µM), for the others: at the top dose activation, most hits filed as activators. AID 624171; also: potency is read from the fitted curve at half-maximal effect; % of control where 0% means no effect; nearly all actives have a fitted effect of over 65% in size
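Each well held 1000 AREc32 cells, which were incubated with compound for 24 hr at 37 deg C after overnight attachment, and ARE reporter activity was quantified by firefly luciferase luminescence.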
A549 viability – kills or reduces viability of A549 cells in Nrf2 counter-screen | A549 ARE-Fluc cells, CellTiter-Fluor viability, 18-24 h | Potency, µM (titrated, usually from 46 µM), without a hit: at the highest dose activity change, negative = cytotoxicity, most hits filed as inhibitors | 390,000 compounds, 0.16% hits; also: potency is read from the fitted curve at half-maximal effect; % is scaled to controls: 0 for no effect and ±100 for the full control effect
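Cytotoxicity counterscreen: CellTiter-Fluor fluorescence was measured in A549 ARE_Fluc cells after 18-24 h of compound exposure in a concentration series. The subsequent BugLite luminescent read reports ARE-luciferase activity.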
CCT modulator – cytosolic chaperonin activity modulation | purified chaperonin ATPase assay, HTRF ADP detection, 30 min | activity change, % (no concentration beside the values), hits read low | 360,000 compounds, 0.3% hits | AID 651819; in the data active = activity change below about -30%; also: % is scaled to controls: 0 for no effect and ±100 for the full control effect
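First, chaperonin was dispensed at 40 nM or 20 nM final depending on batch activity. Next, compounds were pinned at 76 uM and ATP added at 10 uM. After 30 min at 37 °C, ADP detection reagents ran 30 min at ambient temperature.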
Mm-Cpn inhibitor – blocks the Methanococcus maripaludis chaperonin Mm-Cpn; AID 504842; purified Mm-Cpn ATPase, ADP Transcreener TR-FRET; Potency, µM (series often up to 76.9 µM), for inactives: at the top dose activity, negative = inhibition, actives largely listed as inhibitors; 330,000 compounds, 0.031% hits; also: potency is read from the fitted curve at half-maximal effect; % is scaled to controls: 0 for no effect and ±100 for the full control effect; nearly all actives have a fitted effect of over 80% in size
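ATPase turnover read by TR-FRET ADP competition (Eu cryptate antibody/ADP-d2, 665/590 nm): 10uM ATP final, 25nM Mm-CPN final, 30 min 37degC after 10-min compound preincubation, pH 7.4 Tris/KCl/MgCl2/DTT buffer.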
Abeta rescue – A-beta toxicity reversal in yeast; yeast expressing A-beta42, growth rescue, OD600, 48 h; response scale: 0% DMSO, 100% iron-clioquinol control; Potency, µM (top dose mostly 46.1 µM), for the others: at the highest dose growth rescue, usual class: activators; 410,000 compounds, 0.063% hits; AID 1347071; also: potency is read from the fitted curve at half-maximal effect; nearly all actives have a fitted effect of over 55% in size
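Yeast A-beta toxicity model in growth medium with pinned compounds, 48 h at 30 C; growth read as absorbance at 600 nm. Normalized to FeCl3/clioquinol equimolar mix (positive) and DMSO (negative).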
* marks the source's active call; other numbers are inactive results; i = inactive; ? = inconclusive; · = no result given; [ ] = dose if it differs, or a comment. Unless noted, calls follow the shape of the dose curve; as a rule, active = well fitted curve in the direction sought with a large enough effect; inconclusive = small, poorly fitted or top-dose-only effect, or another doubt; inactive = no such curve, though single readings can be large; an effect the other way counts as inactive or inconclusive.

structure,Nrf2 block,Akt phos inh,HepG2 tox,TGFb inhibitor,Nrf2 ARE act,A549 viability,CCT modulator,Mm-Cpn inhibitor,Abeta rescue
CCN(CC)C(=O)Cn1cc(S(=O)(=O)CC(=O)Nc2cc(C)on2)c2ccccc21,5%,i,1%,27%,-0.6%,-1%,-3.1,·,5%
COc1cccc(CNC(=O)[C@@H]2CCCN2C(=O)[C@H]2CCCCN2C(=O)c2cccc(OC)c2)c1,·,i,·,·,0.2%,·,-2.9,·,8%
COCCCNC(=O)c1cccs1,?,i,3%,-20%,0.1%,-13%,1.2,4%,0%
CC(C)NC(=O)Cn1c(=O)c2c(ncn2Cc2ccccc2)n(Cc2ccccc2)c1=O,·,·,4%,-2%,0.7%,-1%,2.5,-1%,-3%
CCOC(=O)C1(Cc2ccccc2)CCCN(C(=O)c2cn[nH]c2)C1 (stereo not given),14%,i,-4%,4%,-0.4%,2%,0.2,2%,-6%
CCC(C)c1ccccc1OCCCNC1CCCC1 (stereo not given),-19%,i,-50%,?,-1.9%,-10%,-1.4,-2%,2%
C=CCOc1ccc(/C=C/C(=O)OCC(=O)NC2CCCCCCC2)cc1,-23%,i,1%,-3%,0.0%,-6%,-1.6,0%,8%
CC(C)c1ccccc1NC(=O)c1ccccc1NC(=O)C1CCCCC1,11%,i,-7%,-9%,-0.6%,0%,-0.6,-3%,-6%
COc1cccc(NC(=O)C2CCN(S(=O)(=O)c3ccc4[nH]c5c(c4c3)CCCCC5)CC2)c1,?,·,-6%,-12%,-0.9%,-1%,·,·,-11%
C[C@H](NC(=O)OCc1ccccc1)C(=O)NNC(=O)[C@H](C)NC(=O)OCc1ccccc1,2%,i,-2%,-15%,-0.6%,-3%,0.9,2%,-11%
CCOC(=O)C1CCC/C1=N\NC(=O)CN(c1cc(OC)ccc1OC)S(=O)(=O)c1ccccc1 (stereo not given),3%,i,-34%,?,-0.8%,-1%,-2.2,0%,-4%
Cc1ccc(Cn2c(=O)c3c(nc4n3CCCN4Cc3ccccc3)n(C)c2=O)cc1,·,i,8%,7%,-0.8%,-5%,-6.1,1%,12%[9.22 µM]
O=C(NCc1cccnc1)c1ccc(=O)oc1,25%,·,1%,?,4.0%,-1%,-0.2,1%,17%
CCC(=O)Nc1cccc(NC(=O)CSc2nc3c(c(=O)n(C)c(=O)n3C)n2C)c1,1%,i,-3%,-3%,-0.5%,-2%,-1.0,0%,-8%
CCOC(=O)c1c(NCC(C)C)c2ccccc2[nH]c1=O,?,i,2%,?,-0.3%,-9%,-7.7,-1%,4%
Cc1ccc(S(=O)(=O)N2CCOC2CNC(=O)C(=O)NCCN2CCOCC2)cc1 (stereo not given),-1%,i,-57%,-7%,-0.4%,3%,-6.9,0%,3%
CCOC(=O)c1[nH]c(C)c(CCC(=O)NCc2ccc(N(C)C)cc2)c1C,·,·,10%,2%,-0.9%,19%,·,·,-14%
CCCN(CCC)CCCNC(=O)c1cnn(-c2ccc(F)cc2)c1-n1cccc1,?,·,-20%,-5%,-1.1%,-3%,·,·,-13%
COc1ccc(C(=O)NCC(=O)N/N=C(C)\C=C\c2ccccc2)cc1OC,-28%,i,-3%,-20%,-0.8%,-6%,-4.5,2%,-7%
CC(C)(NO)/C(=N\O)c1ccccc1,·,i,-2%,0%,-0.6%,0%,1.6,2%,0%
O=C(COc1ccc2c(-c3ccccc3)cc(=O)oc2c1)NCCCN1CCOCC1,9%,i,-6%,-9%,-0.5%,7%,-0.8,-1%,-20%
CCCc1nc(SCC(=O)c2ccccc2)c2c(=O)n(C)c(=O)n(C)c2n1,1%,i,-13%,-7%,-0.8%,1%,-3.0,-1%,-8%
O=C1NC(=O)C(c2cn(-c3ccccc3)nc2-c2ccc(F)cc2)N1 (stereo not given),-6%,i,14%,20%,1.0%,-11%,0.1,0%,-7%
COc1ccc(C(=O)O)cc1S(=O)(=O)N(CCc1ccccc1)Cc1ccccc1,-4%,i,-3%,6%,-0.3%,7%,-0.3,-2%,-12%
CCOC(=O)[C@H]1[C@H]2COc3ccc(OC)cc3[C@@H]2N2C(=O)CN(CCc3c[nH]c4ccccc34)C(=O)[C@@]12C,24%,i,-2%,?,2.7%,-4%,0.8,-2%,10%
Cc1noc(C)c1NC(=O)N(C)C[C@H]1Oc2ccc(NS(=O)(=O)c3cccs3)cc2C(=O)N([C@H](C)CO)C[C@@H]1C,3%,i,-4%,?,-0.6%,-4%,0.6,2%,-7%
CCCCn1c(N)c(N(CCOC)C(=O)c2cccc(-n3cnnn3)c2)c(=O)[nH]c1=O,?,i,11%,0%,0.0%,12%,-0.2,1%,-15%
Cc1cn([C@@H](CCCCNC(=O)OC(C)(C)C)C(=O)NCCCCCCCCCCC(=O)N2CCN(C(=O)OC(C)(C)C)CC2)nn1,10µM*,i,-11%,11µM*,-1.3%,16µM*,0.5,3%,6%
COc1ccc(Cc2n[nH]c(=S)n2C)cc1Br,-14%,i,13%,-2%,3.0%,0%,-0.1,-13%,4%
Cc1cc(=O)nc2c3ccccc3n(CC(=O)NCCCN3CCCCC3C)n12 (stereo not given),-7%,i,-6%,15%,-0.6%,-22%,0.8,-3%,2%
CCOc1ccc2oc(-c3ccccc3)c(C(=O)N3CCN(CCO)CC3)c2c1,2%,i,1%,9%,1.9%,-17%,-0.8,-2%,5%
Cc1ccccc1C(=O)N1CCN(c2ccc(NC(=O)CSc3ccc(Cl)cc3)cc2)CC1,21µM*,i,-4%,4.5µM*,0.4%,-28%,-0.1,0%,8%
CO/N=C(\CS(=O)(=O)Cc1ccc(OC)cc1)c1ccc(Cl)cc1,0%,i,-25%,-22%,0.3%,-3%[1.84 µM],1.2,2%,-6%
CCOC(=O)C1=C(C)NC2=C(C(=O)CCC2)C1c1cn(Cc2ccc(Cl)cc2Cl)nc1-c1ccccc1 (stereo not given),?,i,3%,?,3.7%,?,1.4,-4%,8%
CCN(CC)CCNC(=O)C(=O)Nc1cc2c3c(c1)CCC(=O)N3CCC2,12%,i,-1%,-25%,3.2%,4%,0.2,0%,-13%
Cc1cc(C)cc(Nc2nc3ccccc3n3cnnc23)c1,-8%,·,-40%,-10%,0.3%,-9%,·,·,-13%
Cc1cc(Cl)ccc1OCCCC(=O)NCCc1nnc2ccccn12,8%,i,-1%,1%,-1.0%,2%,1.8,3%,-1%
Nc1ncnc2c1nc(Br)n2[C@@H]1O[C@@H]2COP(=O)(O)O[C@H]2[C@H]1O,-9%,i,-26%,1%,-0.2%,5%,-1.7,·,-1%
COc1ccc(-n2nc3c(c2NC(=O)C2CC2)CS(=O)C3)cc1 (stereo not given),-3%,i,-16%,1%,0.3%,1%,-1.1,-1%,25%
O=C(C1CCN(S(=O)(=O)Cc2ccccc2)CC1)N1CCN(c2ccc(F)cc2)CC1,-7%,·,-1%,-4%,0.2%,-4%,·,·,3%
O=C1[C@H]2CCC=C[C@H]2[C@H](c2cccc(Br)c2)N1Cc1ccccc1,?,i,1%,?,1.2%,2%,-2.0,-3%,-21%
O=C(N/C(=C/c1ccco1)C(=O)N1CCCCC1)c1cccs1,15%,i,2%,24%,0.1%,-1%,-1.9,0%,8%
CSc1nc2c(c(=O)[nH]1)C(c1ccc(F)cc1)CC(=O)N2 (stereo not given),-3%,i,-1%,2%,-0.5%[9.22 µM],-2%,-0.2,2%,-23%
O=C(NCc1nnc(SCC(=O)N2CCCC2)o1)c1ccco1,4%,i,2%,2%,-0.3%,1%,-2.7,0%,-6%
COc1ccc(OC)c(NC(=O)c2ccno2)c1,-18%,i,-3%,2%,-0.3%,-1%,-5.1,-1%,5%
COc1ccccc1NC(=O)CSC1=Nc2ccccc2C2=NC(CCC(=O)NCCc3ccccc3)C(=O)N12 (stereo not given),·,·,-5%,15%,1.1%,2%,·,·,-13%
COc1cc(C(=O)Nc2nonc2-c2ccc(C)c(C)c2)cc(OC)c1OC,-12%,·,-16%,31%,-0.7%,6%,·,·,-12%
COC(=O)c1cc2sc(Cl)cc2n1CC(=O)Nc1cc(C)cc(C)c1,-10%,·,-4%,6%,0.5%,1%,·,·,6%
CCOc1ccc(S(=O)(=O)N2CCN(C)CC2)cc1NC(=O)c1ccccc1F,-16%,i,-26%,-2%,0.2%,?,2.0,1%,-22%
Cc1c2cnn(CC(=O)Nc3c(F)c(F)cc(F)c3F)c(=O)c2c(C)n1Cc1ccccc1F,18%,i,4%,0%,-0.1%,9%,-28,-1%,-12%
CCOC(=O)c1c(C)[nH]c(C)c1S(=O)(=O)N1CCCC(C(=O)N2CCN(c3cccc(C)c3C)CC2)C1 (stereo not given),·,·,-52%,?,3.0%,-17%,·,·,5%
O=C(NCc1ccccc1F)c1cccc(S(=O)(=O)N2CCCCCC2)c1,?,i,1%,-4%,0.3%,1%,0.7,-5%,7%
Nc1nnc(SCC(=O)OCC(=O)Nc2ccccc2F)s1,17%,i,-8%,0%,-1.1%,?,-2.2,2%,2%

Compounds were not picked by outcome. Share with any hit: about 4.3%.
